Bioassay records: PubChem, several laboratories
HEK293 NOD2/NF-kB – NOD2 signaling inhibitors, cell-based, luminescence, uHTS, HEK293 (AID 1566) | inhibition, % at 4 µM, or EC50 in µM where a hit was titrated | HEK293 NOD2/NF-kB luciferase reporter, luminescence; higher % means a stronger effect | hit rate 0.63% among 290,000; note: many of its hits are not listed in these tables
ER stress rescue – rescue of cells from ER stress-induced death, primary screen, 384-well, CSM14.1, thapsigargin, ATP luminescence (AID 1222); 190,000 tested, under 10 active; CSM14.1 thapsigargin-induced death rescue, ATP luminescence; higher % means a stronger effect; cellular ATP content (survival), % at 20 µM, or EC50 in µM where a hit was titrated;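 active = EC50 below 50 µM in the dose-response confirmation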;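 note: death triggered by thapsigargin at about 15 µM added after 2 h compound pretreatment; cell ATP read after overnight thapsigargin exposure of roughly 18 to 22 hours; normalized against plate controls of thapsigargin alone and 5% DMSO vehicle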
Hep lipid drop – hepatic lipid droplet formation modulation | AID 1656 | inhibition, % at 6.5 µM | AML12 mouse hepatocytes, oleate lipid droplets, BODIPY imaging | hit rate 0.4% among 240,000;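 active = lipid droplet intensity inhibited by at least 50%, with more than 500 cells counted; inconclusive = wells with under 300 cells, treated as cytotoxic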
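material = mouse AML12 hepatocyte cell line, fixed after treatment | also added = 100 µM oleic acid challenge | doses = compound at 6.5 µM only | schedule = overnight exposure | technique = Image-based BODIPY and DAPI two-channel analysis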
AID2073 – disruptors of CaV2.2 binding to Mint1 – biochemical, HTRF (AID 2073) | hit rate 0.19% among 290,000 | HTRF protein-protein interaction, Mint1-CaV2.2; higher % means a stronger effect | inhibition, % at 20 µM, or IC50 in µM where a hit was titrated; in the data active = inhibition mostly above about 51%, no sharp cut-off; inconclusive = no clear call, values can overlap the other calls; inactive = mostly below about 53%; note: some results filed as inactive read as strong as hits
SIAH1 antagonists – Siah-1 peptide-binding antagonists, primary screen, biochemical, fluorescence polarization, rhodamine-plectin, uHTS (AID 1817). Siah-1 / rhodamine-plectin peptide fluorescence polarization; higher % means a stronger effect. hit rate 0.02% among 290,000. displacement, % at 20 µM, or IC50 in µM where a hit was titrated;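 active = displacement of at least 50% at 20 µM, with a fluorescence ratio check between 0.3 and a set limit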;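 note: plate controls were Siah plus tracer with DMSO for no effect and tracer alone without Siah for full effect; strong numbers were not always called active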
LYP phosphatase – inhibitors of LYP phosphatase, biochemical, fluorescence intensity, uHTS (AID 1779) | hit rate 0.054% among 290,000 | recombinant LYP phosphatase, fluorescence intensity; higher % means a stronger effect | inhibition, % at 11.5 µM, or IC50 in µM where a hit was titrated;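 note: plate controls were vehicle with enzyme for no effect and no enzyme for full effect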
XIAP antagonists – XIAP antagonists, biochemical, IAP family, fluorescence polarization (AID 1018); XIAP BIR domain, fluorescence polarization peptide displacement; higher % means a stronger effect; hit rate 0.007% among 200,000; displacement, % at 20 µM; hits with a dose series show IC50 in µM; in the data active = displacement above about 50%; note: a part of the inactive calls stands beside numbers as strong as those of hits
P. falciparum M1AAP – P. falciparum M1AAP inhibitors, biochemical, fluorogenic H-Leu-NHMec substrate, 1536-well (AID 1445) | recombinant M1AAP, H-Leu-NHMec fluorogenic kinetic assay; higher % means a stronger effect | inhibition, % at 30 µM, or IC50 in µM where a hit was titrated | hit rate 0.42% among 220,000;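 active = primary inhibition above the hit cutoff, then over 50% inhibition at one or more dose response concentrations, cut at about 23% in these data, passing the limit was not always enough; inconclusive = conflicting primary data, or primary hits not chosen for dose response; inactive = low primary inhibition, or under 50% at every dose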;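 note: plate controls were DMSO full reaction for no effect and no enzyme background for full effect; strong numbers were not always called active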
P. falciparum M17LAP – P. falciparum M17LAP inhibitors, primary screen, biochemical, fluorogenic H-Leu-NHMec substrate, 1536-well (AID 1619); recombinant M17LAP, H-Leu-NHMec fluorogenic kinetic assay; higher % means a stronger effect; hit rate 0.38% among 220,000; inhibition, % at 30 µM, or IC50 in µM where a hit was titrated;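 active = compound inhibiting the enzyme by more than half at any dose during confirmatory dose-response retesting; inconclusive = strong single-dose inhibitors picked by rank but not retested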;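 note: plate controls were full reaction with DMSO carrier for no effect and no enzyme background for full effect; strong numbers were not always called active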
Hep lipid drop cells 6.5 µM – second read-out of Hep lipid drop, no call of its own (marks repeat the call); cell count; measured here: cell count, cytotoxicity flag;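 cells counted across two imaged fields per well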
* = called active by the depositor; u = inconclusive; x = not tested or not shown. Cut-off read from the data, not from the text of the source, unless noted: active = inhibition above about 50%; inactive = the rest.

item	Molecule	Hep lipid drop cells 6.5 µM	P. falciparum M1AAP	P. falciparum M17LAP	AID2073	SIAH1 antagonists	ER stress rescue	LYP phosphatase	HEK293 NOD2/NF-kB	Hep lipid drop	XIAP antagonists
1	O=C(c1cc2ccccc2oc1=O)N(Cc1ccccc1)C1CCS(=O)(=O)C1 (stereo not drawn)	x	2%	-1%	1%	0%	-0.9%	-10%	-9%	x	-9.6%
2	C=CCn1c(SCC(=O)Nc2nc(C)cs2)nnc1C(NC(=O)c1ccccc1)C(C)C (stereo not drawn)	695	0%	23%	-10%	4%	-2.6%	0%	-6%	-15	-1.9%
3	CCOC(=O)c1ccc(NS(=O)(=O)c2c(C)[nH]c(C)c2C(=O)N2CCCCC2)cc1	682	x	x	3%	2%	x	-9%	18%	9	x
4	Cc1oc2c(c(C)cc3oc(=O)c(CC(=O)NCC(=O)NCC(=O)NCC(C)O)c(C)c32)c1C (stereo not drawn)	808	x	x	50%	3%	x	-7%	15%	-8	x
5	Cc1ccc(CNC(=O)CCn2c(=O)oc3ccccc32)cc1	759	5%	11%	0%	2%	x	-6%	20%	14	x
6	CCOC(=O)CCC(=O)Nc1ccccc1C(N)=O	671	11%	-7%	9%	2%	-2.6%	5%	10%	1	-8.1%
7	CCN(CC)S(=O)(=O)c1ccc(N2CCOCC2)c(C(=O)O)c1	753	-3%	3%	u	-2%	-3.1%	-6%	-10%	4	-7.2%
8	CC(=O)/C(=N\Nc1ccccc1)Sc1nnc(-c2ccccc2)n1-c1ccccc1	712	-1%	-5%	-36%	0%	-2.7%	-11%	9%	-4	-6.9%

Entries of single compounds as entered above:
CCOC(=O)CCC(=O)Nc1ccccc1C(N)=O is entered as Hep lipid drop cells 6.5 µM: 671; P. falciparum M1AAP: 11%; P. falciparum M17LAP: -7%; AID2073: 9%; SIAH1 antagonists: 2%; ER stress rescue: -2.6%; LYP phosphatase: 5%; HEK293 NOD2/NF-kB: 10%; Hep lipid drop: 1; XIAP antagonists: -8.1%
Cc1oc2c(c(C)cc3oc(=O)c(CC(=O)NCC(=O)NCC(=O)NCC(C)O)c(C)c32)c1C (stereo not drawn) is entered as Hep lipid drop cells 6.5 µM: 808; P. falciparum M1AAP: x; P. falciparum M17LAP: x; AID2073: 50%; SIAH1 antagonists: 3%; ER stress rescue: x; LYP phosphatase: -7%; HEK293 NOD2/NF-kB: 15%; Hep lipid drop: -8; XIAP antagonists: x

New compounds follow.
item	Molecule	Hep lipid drop cells 6.5 µM	P. falciparum M1AAP	P. falciparum M17LAP	AID2073	SIAH1 antagonists	ER stress rescue	LYP phosphatase	HEK293 NOD2/NF-kB	Hep lipid drop	XIAP antagonists
9	CCOC(=O)NC1CCS(=O)(=O)C1 (stereo not drawn)	x	4%	-5%	-9%	1%	0.4%	-6%	0%	x	-1.8%
10	CCOc1cc(C)c(-c2onc(C(F)(F)F)c2-c2csc(C)n2)c(O)c1	x	4%	5%	1%	-4%	-1.2%	-4%	20%	x	0.9%
11	CC(=O)Oc1ccc(N(C(C)=O)S(=O)(=O)c2ccc(C)cc2C)c2ccccc12	802	x	x	-8%	5%	x	-8%	12%	0	x
12	CCN(C(=O)CSc1nc2ccccc2c(=O)n1C(C)COC)C1CCS(=O)(=O)C1 (stereo not drawn)	661	4%	15%	6%	3%	1.0%	-5%	16%	-6	-3.8%
13	Cc1cnccc1NC(=O)c1cccs1	756	0%	2%	8%	2%	0.4%	-5%	14%	2	-12%
14	Cc1ccc(C)c(OCC(=O)Nc2cc(C)on2)c1	676	1%	-5%	-5%	-2%	x	-6%	-22%	23	-4.8%
15	Cc1ccc(C(=O)COC(=O)c2cn3ccccc3n2)cc1	681	0%	-3%	7%	-3%	3.6%	-9%	-11%	-1	-11%
16	COc1ccc(OC)c2[nH]c(=O)c(CCNC(=S)NC(C)(C)C)cc12	728	4%	-2%	9%	11%	-0.7%	-6%	4%	-1	-5.3%
17	CCc1nc(SCC(=O)c2ccccc2)c2c(=O)n(C)c(=O)n(C)c2n1	675	1%	7%	8%	-5%	x	4%	13%	15	x
18	O=C(c1ccco1)N1CCN(c2ncnc3sc4c(c23)CCC4)CC1	x	8%	-7%	-11%	-1%	-1.5%	-11%	9%	x	-6.4%
19	COC(=O)C1=C(C)N(c2ccc(Cl)cc2)/C(=C/c2ccc(O)cc2)C1=O	650	1%	3%	5%	4%	0.0%	-5%	4%	8	-1.7%
20	COC(=O)Cn1c(C)c(/C=C/c2cc[n+](C)cc2)c2ccccc21	826	x	x	5%	6%	x	-4%	13%	4	x
21	CCC(=O)Nc1nnc(Sc2ccc(N(C)C)cc2)s1	x	2%	9%	-13%	1%	-0.8%	-7%	-2%	x	-2.5%
22	O=C(CSc1nc2ccccc2c2c1CCCC2)N1CCOCC1	707	x	x	-3%	8%	x	-2%	21%	-41	x
23	CCN(CC)C(=O)Cn1cc(S(=O)(=O)CC(=O)NCc2ccc(C)cc2)c2ccccc21	651	x	x	6%	4%	x	-8%	-2%	-2	x
24	OC1(c2ccccc2)c2ccccc2-c2ncccc21 (stereo not drawn)	673	-2%	-2%	-9%	-8%	-1.4%	2%	-1%	-8	-8.0%
25	COc1ccc(/C(C)=N/NC(=O)CNC(=O)c2ccco2)cc1	800	x	x	24%	1%	x	-5%	-2%	1	x
26	S=c1nc(C2CC2)n(-c2ccccc2)[nH]1	687	x	x	-24%	0%	x	-6%	8%	-11	x
27	CN(CCOc1ccc(Cl)c(Cl)c1)Cc1ccccc1	756	x	x	-3%	2%	x	-10%	-15%	0	x
28	CC[N+](CC)(CCO)CCCN1C(=O)C2CC=C(Cl)CC2C1=O (stereo not drawn)	x	-2%	-11%	9%	1%	-3.0%	-8%	1%	x	-2.3%
29	COc1ccc(S(=O)(=O)NCC(=O)N(CC(=O)NCC2CCCO2)c2c(C)cccc2C)cc1 (stereo not drawn)	x	4%	-5%	3%	4%	-1.4%	-8%	6%	x	-4.2%
30	CC1CC(C)CN(c2cc3c(cc2[N+](=O)[O-])C(=O)N(c2ccccc2)C3=O)C1 (stereo not drawn)	616	9%	-4%	-3%	5%	2.9%	-10%	1%	-9	-5.1%
31	COc1ccc(Cl)cc1NC(=O)C1CCN(S(C)(=O)=O)CC1	828	x	x	2%	2%	x	-10%	3%	-2	x
32	O=C1OCCN1C(=O)[C@H]1[C@H](c2ccc(F)cc2)C(c2ccc(F)cc2)=NN1c1ccc(Br)cc1	778	8%	1%	23%	0%	0.2%	3%	3%	8	-9.9%
33	CC(C)(C)c1ccc(/C([O-])=C(/C(=S)NCc2ccco2)[n+]2ccccc2)cc1	818	0%	-2%	22%	-7%	-1.7%	-12%	0%	12	-4.9%
34	Cc1cc(C(=O)OCC(=O)NCc2cccs2)c2ccccc2n1	675	4%	15%	7%	-1%	-0.6%	-2%	9%	-3	-3.0%
35	CCc1ccc(S(=O)(=O)NCc2cn3ccsc3n2)s1	733	1%	-5%	-3%	16%	x	2%	13%	-2	-0.9%
36	CCNc1ccc(S(=O)(=O)N(C)C)cc1NCC(=O)Nc1ccc(F)c(Cl)c1	603	2%	8%	-10%	1%	-0.3%	-1%	14%	-24	-3.8%
37	O=[N+]([O-])c1ccc(-c2nc(Nc3cccc(O)c3)c3ccccc3n2)cc1	826	x	x	14%	-4%	x	-4%	20%	-22	x
38	Cc1cccc(C)c1N(CC(=O)N1CCN(c2ccccc2F)CC1)S(C)(=O)=O	658	0%	5%	-1%	-2%	-0.5%	-2%	-6%	-7	-4.6%
39	COc1cc(C(=O)NNC(=S)NCc2ccco2)cc(OC)c1OC	647	3%	-11%	-9%	4%	-0.9%	-6%	21%	-3	-3.2%
40	CC(C)Cn1c(N)c(C(=O)COC(=O)c2ccc(F)cc2)c(=O)n(C)c1=O	664	4%	15%	0%	4%	0.6%	-1%	15%	12	-4.9%
41	Cc1cc(C(=O)COC(=O)c2ccc(N)cc2)c(C)n1-c1c(C)n(C)n(-c2ccccc2)c1=O	644	6%	-1%	6%	-6%	-0.8%	-3%	1%	2	11%
42	COc1ccc([N+](=O)[O-])cc1NC(=O)C1C2C=CC(C2)C1C(=O)O (stereo not drawn)	911	x	x	4%	-9%	x	-4%	6%	-3	x
43	CCN(CCO)C(=S)Nc1cc(S(=O)(=O)N(C)C)ccc1C	686	3%	-5%	-15%	-1%	-0.8%	-2%	3%	3	-5.3%
44	CN1CC2([N+](=O)[O-])CC=C(Oc3ccccc3)C([N+](=O)[O-])(C1)C2 (stereo not drawn)	738	9%	10%	1%	-1%	0.0%	4%	4%	-36	-11%
45	Cc1cc(Br)ccc1OCC(=O)N(Cc1nc(-c2ccccc2)no1)C(C)C	600	7%	6%	-3%	7%	-1.8%	6%	-5%	-64	4.2%
46	COc1ccc(NC(=O)c2cc(S(=O)(=O)N3CCCC3)oc2C)cc1	740	9%	5%	36%	-6%	x	0%	-6%	6	x
47	CC(C)Oc1ccc(C(CC(=O)N2CCOCC2)C(C)C)cc1 (stereo not drawn)	824	x	x	4%	-2%	x	-9%	22%	0	x
48	CN(C)S(=O)(=O)c1cccc(NC(=O)c2n[nH]c(=O)c3ccccc23)c1	665	3%	0%	12%	4%	-0.2%	3%	0%	-2	-20%
49	COc1ccc(N2CC(C)Cn3c2nc2c3c(=O)[nH]c(=O)n2C)cc1 (stereo not drawn)	x	3%	13%	5%	-3%	-2.1%	-11%	16%	x	-3.8%
50	COc1ccc(C(NC(C)=O)c2cc(Cl)c3cccnc3c2O)cc1 (stereo not drawn)	808	x	x	1%	-7%	x	-12%	31%	-3	x
51	Cc1nn(-c2ccccc2Cl)c(Cl)c1/C=N/Nc1cccc(C(=O)O)c1	733	12%	u	9%	0%	-4.2%	3%	-183%	12	0.9%
52	COc1ccc(C(=O)Nc2cc3c(cc2OC)CCCC3)cc1Br	x	8%	6%	26%	8%	1.9%	6%	25%	x	-2.2%
53	CCOc1cc(N2CCOCC2)c(OCC)cc1NC(=O)COC(=O)CCc1c[nH]c2ccccc12	659	2%	-4%	4%	2%	-2.2%	7%	-9%	-1	-0.3%
54	CC(C)C[C@H](NC(=O)NC1CCCc2ccccc21)C(=O)O (stereo partly drawn)	774	1%	1%	9%	1%	x	-4%	4%	6	x
55	COc1ccccc1OCC(=O)Nc1ccc(S(=O)(=O)Nc2nccs2)cc1	860	x	x	-8%	9%	x	-4%	-4%	-1	x
56	CCCc1[nH]nc2c1C(c1ccc(OC(=O)c3ccco3)cc1)C(C#N)=C(N)O2 (stereo not drawn)	x	4%	4%	8%	0%	5.3%	-3%	1%	x	-4.4%
57	S=c1[nH]nc(C2CC2)n1Cc1ccccc1	666	-1%	-10%	-9%	-4%	-1.5%	-9%	5%	1	-9.3%

A portion of the library. The share of hits here may be higher or lower than overall.
